Assay outcomes from PubChem BioAssay.
D2 PAM: positively modulates the human D2 dopamine receptor allosterically; P14416; potentiation, % at 10 µM; hit rate 0.34% among 340,000; HEK293 T-REx D2, calcium flux, EC20 dopamine potentiation;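 active = potentiation over 3 SD above the plate norm, cut at about 30% in these data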; note: 0% is about no effect
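Tetracycline-induced HEK293 T-REx cells force-coupled to calcium signalling expressed D2; compounds were pin-added after a 10 s baseline, read kinetically 180 s, then an EC20 dopamine challenge followed with a further 180 s calcium read.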
RXFP1 agonist: agonists of human relaxin receptor RXFP1; AID 2676; Potency, µM (doses to about 57.5 µM), without a hit: at the top dose activation, most hits filed as activators; hit rate 0.3% among 370,000; Q9HBX9; HEK293T-RXFP1 cAMP TR-FRET, 30 min; response scale: percent of porcine relaxin response, buffer zero; note: potency is the fitted concentration of half-maximal effect; % is set by controls: 0 for no effect and ±100 for the full control effect; nearly all actives have a fitted effect of over 60% in size; many of its hits are not listed in these tables
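Agonist response is measured as cAMP accumulation in an RXFP1-transfected HEK293T line under PDE4 inhibition. Values are scaled between buffer-only and 29 nM porcine relaxin, and EC50s come from standard Hill equation fits.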
TRHR PAM: allosterically enhances the human TRH receptor | TRHR cells, fluo-8 calcium fluorescence, EC20 TRH enhancement | enhancement, % at 2 µM | hit rate 0.66% among 360,000 | AID 493056; in the data active = enhancement above about 30%; note: 0% is about no effect
Target sequence (P34981 whole entry, looked up): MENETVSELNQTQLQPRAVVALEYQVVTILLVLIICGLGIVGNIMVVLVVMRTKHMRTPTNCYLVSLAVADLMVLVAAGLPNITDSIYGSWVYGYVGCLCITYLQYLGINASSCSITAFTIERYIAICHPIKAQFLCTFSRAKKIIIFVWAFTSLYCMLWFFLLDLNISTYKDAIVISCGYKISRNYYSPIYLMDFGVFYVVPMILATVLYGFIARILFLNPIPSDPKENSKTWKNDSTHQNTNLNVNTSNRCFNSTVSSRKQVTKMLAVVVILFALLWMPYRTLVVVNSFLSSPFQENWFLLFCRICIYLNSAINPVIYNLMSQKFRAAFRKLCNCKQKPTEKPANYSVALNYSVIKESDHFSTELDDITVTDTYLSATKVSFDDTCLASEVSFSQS
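TRHR-expressing cells loaded with fluo-8 calcium dye were read kinetically (ex 480/em 530) during compound addition, then stimulated with an EC20 of TRH (10 nM final). Enhancement of the Gq-mediated intracellular calcium response was scored.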
D1 antag: blocks dopamine activation of the human D1 receptor | P21728 | HEK293 TREx D1 cells, calcium flux, dopamine EC80; hits give low values | activity change, negative = inhibition, % at 10 µM | hit rate 3.2% among 360,000; in the data active = activity change below about -30%; note: % is set by controls: 0 for no effect and ±100 for the full control effect
Target sequence (P21728 whole entry, looked up): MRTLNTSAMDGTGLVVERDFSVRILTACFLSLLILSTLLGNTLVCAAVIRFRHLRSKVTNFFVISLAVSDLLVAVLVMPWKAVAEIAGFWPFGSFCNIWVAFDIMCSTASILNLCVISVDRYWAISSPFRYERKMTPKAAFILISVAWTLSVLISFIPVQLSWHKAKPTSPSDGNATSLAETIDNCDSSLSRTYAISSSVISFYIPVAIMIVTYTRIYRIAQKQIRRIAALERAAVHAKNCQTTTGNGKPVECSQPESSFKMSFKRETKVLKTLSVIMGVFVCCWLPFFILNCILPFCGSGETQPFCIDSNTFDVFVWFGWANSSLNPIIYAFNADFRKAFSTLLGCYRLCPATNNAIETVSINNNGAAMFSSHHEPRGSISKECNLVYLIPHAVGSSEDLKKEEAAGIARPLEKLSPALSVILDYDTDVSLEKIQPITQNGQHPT
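Allosteric or orthosteric antagonism assessed as attenuation of the calcium response to EC80 dopamine, added 180 s after compound, in induced HEK293 Trex D1 cells loaded with no-wash calcium dye.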
RXFP1 antagonist: antagonists of human relaxin receptor RXFP1. Q9HBX9. HEK293-RXFP1, relaxin-stimulated cAMP HTRF, 30 min; hits give low values. activity change, negative = inhibition, % at 57.5 µM. hit rate 0.59% among 350,000;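 active = activity change of -60% or lower, but not beyond a set lower limit; inconclusive = change between -60% and -40%, or beyond the set limit; inactive = change above -40%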; note: % is set by controls: 0 for no effect and ±100 for the full control effect
TRHR ag: agonists of human TRH receptor; P34981; hit rate 0.18% among 360,000; AID 493084; TRHR cells, calcium flux fluo-8, FDSS agonist mode; activation, % at 2 µM; in the data active = activation above about 30%; note: 0% is about no effect
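TRHR-expressing cells, plated overnight in medium with 10% serum, were loaded with fluo-8 calcium dye at room temperature. After a 10 s baseline, library compound was pin-added and calcium release was recorded kinetically (ex 480/em 530) as agonist response.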
D1 PAM: potentiators of human D1 dopamine receptor. P21728. HEK293 TREx D1 cells, calcium flux, dopamine EC20 potentiation. potentiation, % at 10 µM. hit rate 0.036% among 360,000; in the data active = potentiation above about 30%; note: 0% is about no effect
Apoferritin bind: binds horse apoferritin like a general anesthetic. apoferritin/1-aminoanthracene competitive binding, fluorescence. AID 485281. hit rate 0.074% among 350,000. P02791. Potency, µM (titrated, usually from 77.5 µM), inactives show at the highest dose activity change, negative = displacement, hits mostly inhibitors; note: potency is the fitted concentration of half-maximal effect; % is set by controls: 0 for no effect and ±100 for the full control effect; nearly all actives have a fitted effect of over 20% in size
Target sequence (P02791 2-175 limits assumed): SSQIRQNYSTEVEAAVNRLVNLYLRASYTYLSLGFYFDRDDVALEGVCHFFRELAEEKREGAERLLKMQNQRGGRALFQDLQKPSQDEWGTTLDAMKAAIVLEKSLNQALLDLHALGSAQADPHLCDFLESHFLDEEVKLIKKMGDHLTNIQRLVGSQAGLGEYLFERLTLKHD
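Read-out: endpoint 1-AMA fluorescence, excitation 380 nm and emission 535 nm, after compounds sit 10 min at room temperature with 10 uM horse-spleen apoferritin in 50% saturated 1-AMA/PBS. Values come from four-parameter Hill fits.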
D1 agonist: agonists of human D1 dopamine receptor; P21728; HEK293 T-REx D1 cells, calcium flux, agonist mode; hit rate 1% among 360,000; activation, % at 2 µM; in the data active = activation above about 30%; note: 0% is about no effect
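Inducible HEK293 T-REx D1 cells, force-coupled to calcium signalling, were plated at 4000 cells/well with tetracycline and held overnight at 30 C. After no-wash calcium dye loading, compound-evoked calcium rise over 180 s flagged agonists.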
The depositor's hits bear a star; ? = inconclusive; · = no result given; & = joins results of further samples. Unless noted, calls come from the whole dose curve; as a rule, active = well fitted curve in the direction sought with a large enough effect; inconclusive = small, poorly fitted or top-dose-only effect, or another doubt; inactive = no such curve, though single readings can be large; an effect the other way counts as inactive or inconclusive. Some of the compounds tested; count on the stated rates, not on these rows.

SMILES | D2 PAM | RXFP1 agonist | TRHR PAM | D1 antag | RXFP1 antagonist | TRHR ag | D1 PAM | Apoferritin bind | D1 agonist
O=C(CCC1CCN(C(=O)c2cc(C(F)(F)F)ccc2Cl)CC1)NC1CC1 | 0 | -1.3% | 4 | 3 | 5 | 0.7 | 2 | 7% | 3
CC(=O)n1cc([C@H]2C=C(C(=O)NCc3ccccc3)O[C@@H](OCc3ccc(CO)cc3)C2)c2ccccc21 | 8 | 2.9% | 1 | -14 | · | 1.9 | -4 | -21% | 6
CNC(=O)COC(=O)c1ccccc1Oc1ccccc1 | -6 | 0.4% | -2 | 10 | 5 | -0.4 | -5 | -7% | 2
NC(=O)COC(=O)c1ccccc1SCC(=O)NC1CCCCCC1 | 1 | -2.1% | -3 | 1 | -6 | -0.7 | -1 | -10% | 4
CCOc1ccc(Cn2c(CNS(=O)(=O)c3ccc(CC)cc3)nc3cccnc32)cc1 | 11 | -0.2% | -1 | 19 | 0 | -0.3 | -3 | -7% | 2
COc1ccc2c(C)cc(C)nc2n1 | 12 | -1.4% | 3 | -33* | -10 | 1.5 | 0 | -2% | 0
CCc1ccc(N2C(=O)CN(Cc3cccs3)C2=S)cc1 | -26 | 3.5% | 12 | -3 | -21 | -0.4 | -1 | -17% | 0
CCC1CCCCN1CCCNC(=O)C1CCCN(S(=O)(=O)N2CC(C)CC(C)C2)C1 (centres undefined) | 5 | 3.5% | 6 | 10 | 14 | -0.5 | 0 | -1% | 3
Cc1nc2ccc(S(=O)(=O)NCC(=O)NCc3ccc(Cl)cc3)cc2s1 | 5 | 1.0%&0.3% | 1&-7 | -13&-14 | 1&-11 | -0.6&0.5 | 5&-2 | -6%&-2% | 0&-2
O=C(/C=C/c1ccccc1)N(Cc1ccc(Cl)cc1)C1CCS(=O)(=O)C1 (centres undefined) | 8 | 2.3% | 3 | -12 | -13 | 0.6 | -10 | ? | 0
CCOc1cc(C(=O)NCc2ccco2)cc(OCC)c1OCC | 9 | -0.1% | 5 | -6 | · | -1.3 | 6 | -7% | 0
O=C(NCc1ccc(Cl)cc1)c1cc2ccccn2n1 | -12 | -0.6% | -4 | 11 | 3 | 0.8 | -4 | -12% | 1

An excerpt of these results, as a markdown table:
| Structure | D2 PAM | RXFP1 agonist | TRHR PAM | D1 antag | RXFP1 antagonist | TRHR ag | D1 PAM | Apoferritin bind | D1 agonist |
| --- | --- | --- | --- | --- | --- | --- | --- | --- | --- |
| O=C(NCc1ccc(Cl)cc1)c1cc2ccccn2n1 | -12 | -0.6% | -4 | 11 | 3 | 0.8 | -4 | -12% | 1 |
| CNC(=O)COC(=O)c1ccccc1Oc1ccccc1 | -6 | 0.4% | -2 | 10 | 5 | -0.4 | -5 | -7% | 2 |
| O=C(/C=C/c1ccccc1)N(Cc1ccc(Cl)cc1)C1CCS(=O)(=O)C1 (centres undefined) | 8 | 2.3% | 3 | -12 | -13 | 0.6 | -10 | ? | 0 |
| NC(=O)COC(=O)c1ccccc1SCC(=O)NC1CCCCCC1 | 1 | -2.1% | -3 | 1 | -6 | -0.7 | -1 | -10% | 4 |

Later entries:
SMILES | D2 PAM | RXFP1 agonist | TRHR PAM | D1 antag | RXFP1 antagonist | TRHR ag | D1 PAM | Apoferritin bind | D1 agonist
CC(=O)Nc1ccccc1NC(=O)c1cc(C)ccc1C | -5 | 1.4% | -6 | -9 | -9 | 0.5 | -6 | -6% | 2
COc1cc(-c2csc(CCn3nc(C)cc3C)n2)cc(OC)c1OC | 18 | 1.8% | 12 | 2 | -17 | -0.7 | 3 | -13% | 3
O=C(CCC(=O)Nc1ccc(Br)cc1)N/N=C/c1ccccc1F | -1 | -1.3% | 2 | 3 | -18 | -0.5 | -6 | -20% | 1
Cc1cc(C)c(NC(=O)C(C)(C)C)c(Cl)c1 | 5 | 0.4% | -3 | 3 | -13 | -0.1 | -1 | -11% | 1
CCOC(=O)c1csc(NC(=O)CN2CCCCC2)n1 | 0 | 1.4% | 25 | 5 | -1 | 0.6 | 4 | -2% | 3
O=C(COC(=O)[C@H](Cc1ccccc1)NC(=O)c1ccco1)NCc1ccccc1 | -3 | -2.9% | -11 | -3 | -3 | 3.0 | 1 | -14% | 0
CCOC(=O)c1cc2c(ccn2C)n1CC(=O)N1C(C)CCCC1C (centres undefined) | -10 | 3.8% | 1 | 11 | -6 | 0.6 | -5 | -11% | 1
O=C(Cn1ccc2ccccc2c1=O)NCCC(=O)N1CCN(C2CCCCC2)CC1 | · | -1.1% | 1 | -25 | 1 | 0.6 | 0 | 14% | 3
S=c1[nH]nc(-c2ccncc2)n1Cc1ccco1 | -7 | 0.1% | 3 | -19 | 7 | 0.9 | -7 | 2% | 2
COc1cccc(NC(=O)C2CCCN(S(=O)(=O)c3cccc4cccnc34)C2)c1 (centres undefined) | · | -1.0% | 4 | -35* | 11 | -0.3 | -2 | -10% | 1
Cc1nc(CNS(=O)(=O)c2cccnc2)cs1 | -7 | -1.8% | -2 | 5 | 7 | 1.5 | -1 | -1% | 2
CCOC(=O)N1CCN(C(=O)c2cc3ccccc3o2)CC1 | 1 | -0.2% | -5 | -3 | -13 | 0.0 | -1 | -13% | 4
CN1CCN(S(=O)(=O)c2ccc(NN)nc2)CC1 | · | -0.2% | 2 | -20 | -2 | -0.2 | -9 | · | 3
CCn1c(=O)c2sccc2n2c(CCC(=O)Nc3cc(C)cc(C)c3)nnc12 | 5 | 22% | 2 | -28 | · | -1.0 | 0 | -3% | 0
COc1cccc(CC(=O)N(CCC2=CCCCC2)c2c(N)n(Cc3ccccc3)c(=O)[nH]c2=O)c1 | -3 | 2.2% | 15 | 6 | -11 | 1.1 | -9 | · | 1
Cc1[nH]c2ccc(Br)cc2c(=O)c1CN1CCOCC1 | -10 | -2.3% | -4 | 5 | 4 | -0.1 | 0 | -8% | 1
CCOC(=O)C1CCCN(S(=O)(=O)CCNC(=O)c2cccc(OC)c2)C1 (centres undefined) | 2 | 0.1% | 13 | -19 | -4 | -0.5 | 3 | · | 1
O=C(CSC1=NS(=O)(=O)c2cc(F)ccc2N1)Nc1cccc(F)c1 | -6 | 0.3% | -1 | 12 | -7 | 0.3 | 0 | · | 1
c1ccc(C2CC(c3cccs3)Nc3nnnn32)cc1 (centres undefined) | 4 | -0.7% | -1 | -6 | -8 | 0.4 | 1 | -6% | 4
Cc1ccc(C(=O)OCC(=O)N(C)c2ccccc2)c(C)c1 | -4 | 0.3% | -4 | 3 | -4 | 1.5 | · | -11% | 10
Cc1ccc(C)c(OCc2cc(C(=O)NC3CCOC(C)(C)C3)no2)c1 (centres undefined) | 15 | -0.4% | -1 | -4 | 7 | -0.3 | -2 | ? | 0
Cc1ccc(NC(=O)CNc2cccc(S(=O)(=O)N3CCCCC3)c2)cc1F | 14 | -0.5% | -5 | -8 | -17 | 0.9 | -2 | · | 4
Cc1cc(OC(=O)c2c(Cl)cccc2Cl)nc(C)n1 | 3 | 0.6% | -1 | -14 | 14 | -0.6 | -4 | 6% | 2
O=C(N1CCOCC1)N1CCCC(c2nc(-c3cccs3)no2)C1 (centres undefined) | 0 | 0.2% | 3 | 1 | 1 | 0.2 | -12 | -9% | 2
COc1cc(-c2nnc(SCC(=O)O)n2-c2ccccc2)cc(OC)c1OC | 4 | -0.8% | 10 | 6 | -8 | 0.6 | 2 | -10% | 0
O=C(CN1CCN(C(c2ccccc2)c2ccccc2)CC1)NC(=O)NCc1ccco1 | -4 | 4.1% | -5 | 13 | 3 | -0.4 | -4 | -8% | 4
O=C(O)c1cnn(-c2nc(-c3ccc(Cl)cc3)cs2)c1C(F)(F)F | -15 | 9.5% | -2 | -8 | 13 | -1.3 | 2 | -1% | 4
CCOc1ccc(CCNC(=O)CN2C(=O)CCSc3ccccc32)cc1 | 5 | 0.0% | 2 | 0 | 2 | -0.3 | 4 | -2% | 0
Nn1c(SCc2ccccc2F)nnc1-c1ccccn1 | -1 | 0.7% | -4 | 10 | 0 | 0.0 | -3 | -9% | 2
Cc1cc(F)ccc1S(=O)(=O)Nc1ncnc2sccc12 | 9 | -0.4% | -4 | -13 | 3 | 0.0 | 1 | -6% | 7
CCOC(CNC(=O)c1cccn2c(=O)c3cc(Cl)ccc3nc12)OCC | 12 | 0.0% | 6 | 24 | -6 | 0.2 | 7 | ? | 2
Cc1nc2oc(C(=O)c3ccc(Br)cc3)c(N)c2c2c1COC(C)(C)C2 | · | -0.5% | -2 | 7 | 5 | 1.0 | -1 | -15% | 0
Cc1c(C(=O)N2CCN(Cc3ccccc3)CC2)oc2c1C(=O)CCC2 | 10 | -0.6% | -3 | -3 | -10 | 0.2 | 3 | 2% | 1
CSc1cccc(CN2CCN(CCc3ccccc3)C(CCO)C2)c1 (centres undefined) | -30 | 0.3% | -10 | 2 | -9 | -0.1 | -7 | -9% | 0
O=C(Nc1ccc(S(=O)(=O)Nc2ncccn2)cc1)c1ccco1 | 6 | 4.1% | 7 | 3 | -10 | -1.2 | -1 | -9% | 4
COc1ccc(C(CCO)NC(=O)c2cccs2)cc1OC (centres undefined) | -5 | 0.5% | 7 | -3 | 3 | 0.0 | 2 | -4% | 0
COc1ccc(CN2CCN(C(=O)c3ccc(S(=O)(=O)N4CCCCCC4)cc3)CC2)cc1 | · | 0.1% | 3 | -5 | -13 | 0.0 | 3 | · | 4

Copied from the listing for reference:
SMILES | D2 PAM | RXFP1 agonist | TRHR PAM | D1 antag | RXFP1 antagonist | TRHR ag | D1 PAM | Apoferritin bind | D1 agonist
COc1cc(-c2nnc(SCC(=O)O)n2-c2ccccc2)cc(OC)c1OC | 4 | -0.8% | 10 | 6 | -8 | 0.6 | 2 | -10% | 0
O=C(CN1CCN(C(c2ccccc2)c2ccccc2)CC1)NC(=O)NCc1ccco1 | -4 | 4.1% | -5 | 13 | 3 | -0.4 | -4 | -8% | 4
O=C(O)c1cnn(-c2nc(-c3ccc(Cl)cc3)cs2)c1C(F)(F)F | -15 | 9.5% | -2 | -8 | 13 | -1.3 | 2 | -1% | 4
CCOc1ccc(CCNC(=O)CN2C(=O)CCSc3ccccc32)cc1 | 5 | 0.0% | 2 | 0 | 2 | -0.3 | 4 | -2% | 0
Nn1c(SCc2ccccc2F)nnc1-c1ccccn1 | -1 | 0.7% | -4 | 10 | 0 | 0.0 | -3 | -9% | 2
Cc1cc(F)ccc1S(=O)(=O)Nc1ncnc2sccc12 | 9 | -0.4% | -4 | -13 | 3 | 0.0 | 1 | -6% | 7
